PvdQ inh = blocks Pseudomonas aeruginosa PvdQ acylase activity; purified PvdQ acylase, fluorescence plate reader; inhibition, % at 10 µM; 340,000 tested, 0.063% active; AID 488965; in the data active = inhibition above about 30%, passing the limit was not always enough; inconclusive = no clear call, values can overlap the other calls;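 also: 0% = vehicle neutral wells and 100% = reference inhibitor wells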
Rtt109 HAT inh = C. albicans Rtt109 histone acetyltransferase inhibition. Q5AAJ8. purified Rtt109/Vps75, ThioGlo CoA-SH fluorescence, 4 h. inhibition, % at 34.9 µM. 330,000 tested, 0.16% active. AID 540336;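 active = inhibition of at least 50% in every replicate; inconclusive = best replicate reaches 50% inhibition but some replicates fall short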
Target sequence (Q5AAJ8 whole entry, looked up): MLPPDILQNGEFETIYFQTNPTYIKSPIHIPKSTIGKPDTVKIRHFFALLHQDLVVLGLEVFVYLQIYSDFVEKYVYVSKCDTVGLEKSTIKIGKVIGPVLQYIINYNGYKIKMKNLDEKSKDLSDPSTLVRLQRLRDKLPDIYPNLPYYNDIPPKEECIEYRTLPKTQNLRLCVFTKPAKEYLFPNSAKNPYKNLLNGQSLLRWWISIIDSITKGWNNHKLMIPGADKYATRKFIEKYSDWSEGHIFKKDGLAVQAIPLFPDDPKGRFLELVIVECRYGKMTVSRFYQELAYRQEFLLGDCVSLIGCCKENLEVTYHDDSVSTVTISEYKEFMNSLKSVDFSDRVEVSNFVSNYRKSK
dFosB act = enhances mouse delta FosB homodimer DNA binding; purified delta FosB, TAMRA-CDK5 oligo fluorescence polarization; percent of positive-control signal above neutral wells; activation, % at 25 µM; 340,000 tested, 0.99% active; AID 493131;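 active = mean activation above about 17%, with every replicate also reaching it, limit read from the data, passing the limit was not always enough; inconclusive = only one of the two conditions met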;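 also: fluorescence polarization rise as delta FosB binds a TAMRA Cdk5 AP-1 oligo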
cardiac RTF act = increases calcium sensitivity of human cardiac regulated thin filaments. activation, % at 7.2 µM. AID 493008. P19429+P45379. IANBD-labeled TnC RTF fluorescence at EC20 calcium; 0% EC20 calcium, 100% full calcium. 340,000 tested, 0.24% active;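 active = activation above the mean over all tested compounds plus 3 SD, cut at about 30% in these data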;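 also: rise in fluorescence read as greater calcium sensitivity of cardiac thin filaments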
HTR5A ag ctr = counter-screen for OPRM1-OPRD1 agonists: human HTR5A agonism; P47898; HTR5A agonist assay, luminescence, cell-based; activation, % at 9.3 µM; 340,000 tested, 0.61% active; AID 504692; in the data active = activation mostly above about 9.5%, no sharp cut-off; inactive = mostly below about 7.6%;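 also: 0% = cells with vehicle only and 100% = reference agonist; strong numbers were not always called active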
SR-BI HDL uptake = mouse SR-BI HDL lipid transfer inhibition; AID 488896; 320,000 tested, 0.96% active; inhibition, % at 12.5 µM; ldlA[mSR-BI] CHO cells, DiI-HDL uptake fluorescence, 3 h; Q61009;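 active = mean replicate inhibition of at least 70% and a set share of replicates each scoring 70 or more; inconclusive = meets just one of the two criteria; inactive = fails both criteria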;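 also: 0% = median of neutral control wells and 100% = median of positive control wells; values of inactives mirror those of a sister screen read the other way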
Target sequence (Q61009 whole entry, looked up): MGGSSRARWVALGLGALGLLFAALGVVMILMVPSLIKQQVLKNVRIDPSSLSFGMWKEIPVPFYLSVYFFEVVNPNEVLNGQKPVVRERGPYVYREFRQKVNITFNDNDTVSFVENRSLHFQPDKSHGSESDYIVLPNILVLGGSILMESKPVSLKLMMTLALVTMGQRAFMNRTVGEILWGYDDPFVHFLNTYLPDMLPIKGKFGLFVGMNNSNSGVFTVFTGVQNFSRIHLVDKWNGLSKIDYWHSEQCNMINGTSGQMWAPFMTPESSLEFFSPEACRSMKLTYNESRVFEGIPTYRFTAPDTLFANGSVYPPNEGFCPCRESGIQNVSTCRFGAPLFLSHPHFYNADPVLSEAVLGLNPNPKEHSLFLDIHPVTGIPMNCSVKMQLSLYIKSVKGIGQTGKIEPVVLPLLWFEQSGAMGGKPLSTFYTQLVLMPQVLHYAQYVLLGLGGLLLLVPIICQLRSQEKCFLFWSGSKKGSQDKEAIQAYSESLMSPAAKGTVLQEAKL
Wnt bcat act = activates Wnt/beta-catenin signaling in a reporter cell assay | activator, plate reader | activation, % at 9.35 µM | 300,000 tested, 1.2% active | AID 743398; in the data active = activation above about 30%, passing the limit was not always enough; inconclusive = no clear call, values can overlap the other calls;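 also: 0% = neutral control wells and 100% = positive control wells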
SR-BI DiI-HDL act = activators of SR-BI mediated HDL lipid uptake | activation, % at 12.5 µM | 320,000 tested, 0.096% active | CHO ldlA[mSR-BI] cells, DiI-HDL uptake fluorescence, 3 h; 100 = double the neutral-control signal;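 active = mean replicate activation of at least 60% and every replicate at or above 60%; inconclusive = mean or all-replicate condition met, but not both; inactive = mean below 60% and not all replicates reaching 60%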;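 also: 0% = median plate neutral-control signal and 100% = twice that signal; values of inactives mirror those of a sister screen read the other way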
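Test system: SR-BI-overexpressing, LDLR-lacking CHO cells; Medium: Ham's F12 with 0.5% BSA, HEPES 25 mM, pH 7.4; Schedule: 3 h, 37 °C; Technique: bottom-read fluorescence, 550/595 nm.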
MITF act = increases MITF-driven TRPM1 promoter luciferase signal. SK-MEL-5 TRPM1-promoter luciferase, 24 h; % of positive control, neutral wells = 0. activation, % at 12.5 µM. 300,000 tested, 0.75% active;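 active = mean activation of at least 80% with every replicate also reaching 80%; inconclusive = mean reaches 80% but some replicate falls short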;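 also: 0% = neutral control wells and 100% = parthenolide positive control wells; values of inactives mirror those of a sister screen read the other way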
CDK5 p35 inh = CDK5/p35 (human) kinase inhibition; Q00535+Q15078; Recombinant CDK5/p35, ADP-Glo luminescence, 60 min; inhibition, % at 10 µM; 330,000 tested, 0.01% active; AID 488839;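 active = highest replicate inhibition of at least 50% and at least 75% of replicates reaching 50%; inconclusive = only one of the two criteria met; inactive = both criteria failed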;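 also: plate controls were DMSO neutral control for no effect and GW8510 at 10 µM for full effect; many of its hits are not listed in these tables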
* marks the source's active call; other numbers are inactive results; ? = inconclusive; / = not tested or not shown.

cpd	smiles	PvdQ inh	Rtt109 HAT inh	dFosB act	cardiac RTF act	HTR5A ag ctr	SR-BI HDL uptake	Wnt bcat act	SR-BI DiI-HDL act	MITF act	CDK5 p35 inh
1	Cc1cc(N2CCN(C)CC2)ccc1NC(=O)c1ccc(-c2ccc(Cl)cc2)o1	12.8	16.7	13.0	-4.2	2.0	20.2	-8.7	-20.2	3.6	3.3
2	COc1ccc(C2C=C(C)Nc3nc(SC)nn32)cc1 (stereo not given)	5.1	-180.9	-8.4	3.1	1.2	0.2	/	-0.2	5.9	1.3
3	Cc1cc(C)n(CC(=O)N2CCc3ccccc32)c(=O)c1C#N	-0.8	1.7	-0.6	-0.3	3.0	/	-0.3	/	-6.1	0.6
4	O=C(COC(=O)c1cnccn1)NC(=O)c1ccccc1	0.3	0.8	3.8	-3.5	-3.5	-7.9	-2.9	7.9	2.9	-1.1
5	Cc1cc(NC(=O)CCC(=O)N(c2cccnc2)C(C(=O)NC2CCCC2)c2ccccc2)no1 (stereo not given)	-5.6	-8.0	2.5	-6.1	4.3	-2.7	/	2.7	0.2	-0.6
6	CCOc1ccc(NC(=O)CN(C)C(=O)/C=C/c2ccco2)cc1OCC	-5.2	-3.1	-6.2	-5.0	3.7	6.2	-1.6	-6.2	-8.9	-0.7
7	Cc1cn([C@H]2C[C@H](O)[C@@H](CCC(=O)NCCc3c[nH]c4ccccc34)O2)c(=O)[nH]c1=O	-15.4	4.5	3.4	-5.7	1.4	-6.6	1.2	6.6	-1.2	-1.6
8	COc1ccccc1OCC(=O)N1CCNC1=O	-14.9	-13.1	-1.6	0.5	2.0	/	-0.6	/	4.3	-1.1
9	O=C(CN1NS(=O)(=O)c2ccccc2C1=O)Nc1ccccc1OC(F)F	-6.4	-9.5	0.3	-1.6	6.6	-26.7	/	26.7	9.3	-1.5
10	O=S(=O)(CCN1CCSCC1)c1ccccc1	-14.6	-5.2	-2.6	3.4	-1.6	1.3	3.0	-1.3	-6.1	-0.2
11	CCCCN1C(N)=NC[C@@H]1c1ccccc1	-14.1	1.8	4.6	-0.9	-1.3	-15.0	-0.5	15.0	-0.6	1.3
12	Cc1cccc(CN2CCc3c([nH]c4ccccc34)C2C(C)(C)C)n1 (stereo not given)	-16.8	-11.7	-5.0	1.9	-2.2	-4.3	0.0	4.3	-9.6	0.9
13	COc1ccc(CCNC(=O)Cn2cccc2C(=O)c2ccccc2C)cc1OC	14.1	5.9	0.4	-2.5	1.4	0.3	-2.9	-0.3	-3.3	1.4
14	O=C(COc1ccc(F)cc1Cl)NC1CCCCCC1	3.6	15.1	-2.7	-3.6	9.2	8.2	39.8*	-8.2	?	0.9
15	C=CCOc1ccc(S(C)(=O)=O)cc1	-12.4	-16.0	-8.1	2.3	-0.1	-21.1	-0.3	21.1	-1.3	0.4
16	O=C(c1cc(Cl)cc(Cl)c1)N1CCC(=O)N(C(COCc2ccccc2)Cc2ccccc2)CC1 (stereo not given)	-15.8	7.8	-16.2	-2.1	-0.5	8.8	-5.1	-8.8	-4.5	-0.3
17	C[C@]12CC[C@@H]3c4ccc(O)cc4CC[C@H]3[C@@H]1C[C@@H](O)[C@@H]2O[C@@H]1O[C@H](C(=O)O)[C@@H](O)[C@H](O)[C@H]1O	-0.1	-2.3	2.3	-3.1	-2.0	-7.6	-0.4	9.6	-6.4	0.2
18	O=C(COC(=O)/C=C/c1ccccc1[N+](=O)[O-])NC1CCS(=O)(=O)C1 (stereo not given)	14.7	5.2	-8.8	-1.2	3.7	1.6	0.5	-1.6	-23.2	-0.3
19	O=C(Nc1ccc(F)cc1)Nc1nnc(-c2ccco2)s1	-0.3	-10.9	4.9	-0.4	3.0	29.0	10.3	-29.0	?	0.1
20	CCC(=O)Nc1ccc(-c2ccc(NC(=O)CC)c(OC)c2)cc1OC	14.7	-0.8	1.0	-3.5	-2.4	82.9*	-0.5	-82.9	4.3	0.8
21	O=C(N/N=C\c1cccs1)c1sccc1-n1cccc1	-4.3	-9.8	-2.9	1.5	-5.2	46.7	0.5	-46.7	-5.8	-0.7
22	COc1ccc(OCc2cc(C(=O)N(C)CCC3CCOCC3)no2)c(Cl)c1	-5.9	0.0	-8.7	0.0	1.7	0.6	21.9	-0.6	67.8	-3.0
23	CCCC1CCc2c(sc(NC(=O)c3cccs3)c2C(N)=O)C1 (stereo not given)	-5.7	-2.1	1.7	5.1	0.4	37.0	/	-37.0	74.7	-4.0
24	O=C(c1ccccn1)N(Cc1ccco1)C1(C(=O)NC2CCCCC2)CCCCC1	-4.4	1.2	-4.9	-0.3	7.1	-16.7	-3.8	16.7	/	1.3
25	CC(Sc1nnnn1C)C(=O)Nc1ccc2c(c1)OCCO2 (stereo not given)	-15.8	-5.4	-2.2	-0.1	-2.1	-17.5	2.3	17.5	1.7	-1.9
26	CC(C)c1c(C(=O)N/N=C/c2ccccc2C(=O)O)nnn1-c1nonc1N	-17.2	-1.6	3.2	1.4	-2.4	8.1	-1.6	-8.1	-1.3	0.1
27	Cc1c(/C=N/NC(=O)c2sc3ccccc3c2Cl)cnn1C	3.4	0.5	-12.6	0.7	2.5	-5.5	/	5.5	13.8	1.3
28	Cc1cccc(C)c1NC(=O)CSc1nc(C)c(CC(=O)c2ccc(Br)cc2)c(C)c1C#N	2.6	0.8	8.2	-1.0	1.7	-1.2	/	1.2	-41.1	0.8
29	CC(C)c1cc(CN2C(C)COCC2C)cc(C(C)C)c1O (stereo not given)	-8.3	7.7	-14.0	-1.3	1.3	9.5	-4.8	-9.5	8.4	-0.6
30	O=C(NCc1ccco1)c1cc(-c2ccccc2)c(N2CCOCC2)s1	-16.7	0.7	-5.2	-0.7	1.1	58.7	-8.0	-58.7	-10.8	-0.1
31	O=C1[C@@H]2[C@H](C(=O)N1O)[C@H]1C=C[C@@H]2C1	2.3	12.0	-5.9	6.5	0.6	-14.4	/	14.4	-0.4	0.4
32	Cc1cc(=O)[nH]c(-n2nc(C)cc2C)n1	-12.7	7.5	-6.7	0.9	3.7	-2.8	/	2.8	-2.4	-2.7
33	CSc1nnc(NC(=O)c2cc(=O)c3cc(C)cc(C)c3o2)s1	-16.1	-0.1	0.2	7.8	-0.9	-13.9	-0.4	13.9	/	-4.6
34	c1cncc(-c2nnc3n2CCC3)c1	-17.7	-1.3	0.7	-0.3	-3.5	-18.4	-0.5	18.4	-13.7	1.6
35	CCC(C)OC(=O)c1[nH]c2c(c1C)C(=O)CC(c1ccc(N(C)C)cc1)C2 (stereo not given)	-12.8	-7.1	28.7*	-1.4	-3.6	63.4	5.0	-63.4	64.5	2.4
36	O=C1CC(C(F)(F)C(F)(F)C(F)(F)F)=Nc2ccccc2N1	-8.1	-3.8	-5.6	0.6	2.2	-23.9	/	23.9	-6.6	0.2
37	CCOC(=O)C1=C(COC(=O)c2ccc(OC)c(OC)c2OC)NC(=O)NC1C (stereo not given)	9.4	15.1	-7.3	0.8	1.7	7.2	1.9	-7.2	3.9	3.8
38	CCOC(=O)N1CCC(N(CCN(C)C)C(=S)Nc2ccc(F)c(Cl)c2)CC1	5.1	-28.3	-4.8	-3.7	4.8	10.4	-7.7	-10.4	-1.0	2.0
39	COc1cccc(CNC(=O)c2cc(S(=O)(=O)N3CCCC3)cn2C)c1	-0.4	-0.4	-1.6	8.1	-1.0	12.4	-1.2	-12.4	/	1.3
40	Nc1ccc(C(=O)OCC(=O)N2CCN(C(=O)c3ccco3)CC2)cc1[N+](=O)[O-]	-3.9	1.6	3.0	-3.0	-2.2	4.1	-3.6	-4.1	-6.7	1.0

Already shown: entries from further up.
cpd	smiles	PvdQ inh	Rtt109 HAT inh	dFosB act	cardiac RTF act	HTR5A ag ctr	SR-BI HDL uptake	Wnt bcat act	SR-BI DiI-HDL act	MITF act	CDK5 p35 inh
21	O=C(N/N=C\c1cccs1)c1sccc1-n1cccc1	-4.3	-9.8	-2.9	1.5	-5.2	46.7	0.5	-46.7	-5.8	-0.7
22	COc1ccc(OCc2cc(C(=O)N(C)CCC3CCOCC3)no2)c(Cl)c1	-5.9	0.0	-8.7	0.0	1.7	0.6	21.9	-0.6	67.8	-3.0
23	CCCC1CCc2c(sc(NC(=O)c3cccs3)c2C(N)=O)C1 (stereo not given)	-5.7	-2.1	1.7	5.1	0.4	37.0	/	-37.0	74.7	-4.0
24	O=C(c1ccccn1)N(Cc1ccco1)C1(C(=O)NC2CCCCC2)CCCCC1	-4.4	1.2	-4.9	-0.3	7.1	-16.7	-3.8	16.7	/	1.3

The list continues.
cpd	smiles	PvdQ inh	Rtt109 HAT inh	dFosB act	cardiac RTF act	HTR5A ag ctr	SR-BI HDL uptake	Wnt bcat act	SR-BI DiI-HDL act	MITF act	CDK5 p35 inh
41	COc1ccc(S(=O)(=O)N(C)C[C@H]2Oc3ccc(NS(=O)(=O)c4cccs4)cc3CC(=O)N([C@H](C)CO)C[C@H]2C)cc1	3.5	21.7	-9.4	-5.5	10.4	-16.4	-3.5	16.4	3.7	-0.3
42	CC(=O)Nc1ccc(S(=O)(=O)NCC(=O)OCC(=O)N2CCN(c3ccccc3)CC2)cc1	6.5	/	-13.6	-3.9	3.0	-22.2	-2.0	22.2	-0.6	-0.6
43	COc1ccc(S(=O)(=O)Cc2ccc(C(=O)N3CCN(c4ncccn4)CC3)o2)cc1	-17.0	-3.0	-0.6	2.6	2.1	-5.6	-6.5	5.6	-4.6	1.1
44	Fc1cccc(C2CCCCN2Cc2nc(C3CC3)no2)c1 (stereo not given)	-18.7	-6.6	-8.9	3.1	2.9	-5.2	-0.2	5.2	-8.1	-1.8

Screens (PubChem)
